Screening results deposited in PubChem BioAssay by several laboratories.
HIV fusion peptide: inhibitors of HIV fusion peptide binding, primary screen, biochemical, uHTS, fluorescence dequenching (AID 1986); cell-free peptide binding, fluorescence dequenching, 30 min; higher % means a stronger effect; 290,000 compounds, 0.3% hits; one-dose inhibition, % at 20 µM; IC50 in µM for titrated hits; in the data active = inhibition mostly above about 52%, no sharp cut-off; inactive = mostly below about 76%; also: some results filed as inactive read as strong as hits
Large T inhibition: SV40 large T antigen inhibitors, biochemical (AID 1903). SV40 large T antigen ATPase/helicase inhibition assay; higher % means a stronger effect. one-dose inhibition, % at 20 µM; IC50 in µM for titrated hits. 310,000 compounds, 0.39% hits; in the data active = a potency from the dose series; also: strong numbers were not always called active
Rac1 GTP hydrolysis: MgcRacGAP GTPase-activating activity inhibitors, confirmation, biochemical, ADP Hunter fluorescence; 340,000 compounds, 0.6% hits; inhibition, % at 30 µM, or IC50 in µM where a hit was titrated; AID 624330; MgcRacGAP-stimulated Rac1 GTP hydrolysis, ADP Hunter fluorescence; higher % means a stronger effect; GST-tagged Rac1 F28L mutant substrate;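 active = first-screen hits whose inhibition reached a set limit at any dose in the follow-up dose series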;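 also: fluorescence reports GDP produced by GAP-driven GTP hydrolysis; strong numbers were not always called active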
NOD1 NF-kB reporter: inhibition of NOD1-driven NF-kB reporter – cell-based, luminescence, uHTS, primary screen (AID 1578); NOD1-driven NF-kB luciferase reporter cells, luminescence; higher % means a stronger effect; inhibition, % at 4 µM; hits with a dose series show EC50 in µM; 290,000 compounds, 1% hits; in the data active = inhibition mostly above about 36%, no sharp cut-off; inactive = mostly below about 34%;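 also: HEK-293T reporter cells stimulated with the NOD1 agonist gamma-tri-DAP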
GPR55 beta-arrestin: selective activators of receptor GPR55 – imaging, U2OS cells, beta-arrestin-GFP redistribution, primary screen (AID 1961) | 290,000 compounds, 0.048% hits | U2OS GPR55 beta-arrestin-GFP redistribution imaging; higher % means a stronger effect | one-dose activation, % at 10 µM; EC50 in µM for titrated hits;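 active = activation above 40% with more than 50 cells counted in the well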;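 also: U2OS osteosarcoma cells stably expressing GPR55 and beta-arrestin-GFP; plate controls were DMSO negative control for no effect and LPI positive control for full effect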
GPR55 LPI antagonism: GPR55 antagonists blocking LPI-driven arrestin recruitment, primary screen, imaging, U2OS, beta-arrestin-GFP, LPI agonist (AID 2013). U2OS GPR55 beta-arrestin-GFP translocation imaging, LPI antagonism; higher % means a stronger effect. 290,000 compounds, 0.13% hits. inhibition, % at 10 µM, or IC50 in µM where a hit was titrated;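 active = spots per cell inhibited over 60%, with over 100 cells counted and total cytoplasm intensity under 500,000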;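 also: U2OS cells stably carrying GPR55 and arrestin-GFP stimulated by 5 µM LPI near EC80; imaged beta-arrestin-GFP aggregate spots per cell after agonist stimulation; plate controls were LPI-stimulated DMSO wells for no effect and DMSO wells without LPI for full effect; some results filed as inactive read as strong as hits; confirmed hits need IC50 under 10 µM and bright autofluorescent wells are also inconclusive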
KOR beta-arrestin-1: kappa opioid receptor activators – cell-based, luminescence, uHTS, primary screen (AID 1777); activation, % at 10 µM, or EC50 in µM where a hit was titrated; 280,000 compounds, 0.02% hits; KOR beta-arrestin recruitment, luminescence; higher % means a stronger effect; in the data active = activation above about 50%, passing the limit was not always enough; also: a part of the inactive calls stands beside numbers as strong as those of hits
KOR beta-arrestin-2: KOR antagonists, beta-arrestin recruitment, cell-based, luminescence, uHTS (AID 1778) | 290,000 compounds, 0.091% hits | inhibition, % at 10 µM, or IC50 in µM where a hit was titrated | KOR beta-arrestin recruitment, luminescence, antagonist mode; higher % means a stronger effect; also: strong numbers were not always called active
NOD2 inhibition: inhibition of NOD2-driven NF-kB reporter – cell-based, luminescence, uHTS, HEK293 (AID 1566). HEK293 NOD2/NF-kB luciferase reporter, luminescence; higher % means a stronger effect. 290,000 compounds, 0.63% hits. inhibition, % at 4 µM; hits with a dose series show EC50 in µM; also: many of its hits are not listed in these tables
Starred values were filed as active, the others as inactive; . = no result given; [ ] = another dose, or the depositor's remark. Rule as the data show it, unless noted: active = inhibition above about 50%; inactive = the rest. Some of the compounds tested, so the mix of outcomes need not match the whole.

no.	Molecule	HIV fusion peptide	Large T inhibition	Rac1 GTP hydrolysis	NOD1 NF-kB reporter	GPR55 beta-arrestin	GPR55 LPI antagonism	KOR beta-arrestin-1	KOR beta-arrestin-2	NOD2 inhibition
1	COc1cc(NC(=O)C2CC(c3ccccc3Cl)=NO2)cc(OC)c1OC (configuration not stated)	-1.7%	6%	5%	-1%	-0.1%	-7%	1.2%	-5%	26%
2	CN(C)C(CNC(=O)CCCc1c[nH]c2ccccc12)c1ccco1 (configuration not stated)	0.7%	14%	0%	3%	-0.1%	-1%	1.3%	18%	2%
3	Cc1ccc(S(=O)(=O)NC2=NCN(CCN3CCOCC3)CN2)cc1	0.0%	6%	2%	-16%	-0.2%	-10%	7.4%	-14%	9%
4	CC(C)(C)c1ccc(C(=O)NCCCN2CCN(CCCNC(=O)c3ccc(C(C)(C)C)cc3)CC2)cc1	-1.9%	12%	1%	1%	-0.2%	29%	4.5%	-62%	10%
5	Cc1cccc(OCc2n(CC(=O)OC3CC(C)CCC3C(C)C)c3ccccc3[n+]2C)c1 (configuration not stated)	-1.8%	12%	7%	9%	81%*	14%	-2.6%	-27%	-14%
6	CCN(CC)c1ccc(C(=O)N/N=C/c2ccc(OC)cc2OC)cc1	0.5%	1%	-1%	16%	-0.2%	-18%	-1.4%	-12%	4%
7	O=C(NC1CCC(=O)N(CCOc2ccccc2)CC1)OCc1ccccc1 (configuration not stated)	0.1%	5%	7%	-11%	-0.3%	-9%	1.3%	-23%[20 µM]	10%
8	O=C1OC(NC(=O)c2ccccc2)C(N2CCOCC2)=C1Cl (configuration not stated)	1.4%	24%	3%	-8%	0.2%	13%	-4.9%	16%	8%
9	CC(C)/C(=N\NC(=O)Nc1ccccc1)c1ccccc1	-0.8%	0%	2%	14%	-0.1%	-5%	-2.7%	-7%	22%
10	Cc1ccccc1NC(=O)CSc1nc2n(n1)CCCCC2	-0.1%	9%	8%	42%	-0.3%	0%	17%	-45%	8%
11	O=C(Nc1nnc(C2COc3ccccc3O2)o1)c1ccc(F)cc1 (configuration not stated)	8.3%	-34%	4%	2%	-0.5%	1%	-3.1%	9%	34%
12	O=C(CN1C(=O)COc2ccc(S(=O)(=O)N3CCCC3)cc21)NC1CCCCCCC1	-1.3%	9%	.	-24%	-0.2%	-8%	1.7%	-23%	3%

In another format: entries from further up
[4] CC(C)(C)c1ccc(C(=O)NCCCN2CCN(CCCNC(=O)c3ccc(C(C)(C)C)cc3)CC2)cc1
[5] Cc1cccc(OCc2n(CC(=O)OC3CC(C)CCC3C(C)C)c3ccccc3[n+]2C)c1 (configuration not stated)
[9] CC(C)/C(=N\NC(=O)Nc1ccccc1)c1ccccc1
[1] COc1cc(NC(=O)C2CC(c3ccccc3Cl)=NO2)cc(OC)c1OC (configuration not stated)
[10] Cc1ccccc1NC(=O)CSc1nc2n(n1)CCCCC2

compound no.	4	5	9	1	10
HIV fusion peptide	-1.9%	-1.8%	-0.8%	-1.7%	-0.1%
Large T inhibition	12%	12%	0%	6%	9%
Rac1 GTP hydrolysis	1%	7%	2%	5%	8%
NOD1 NF-kB reporter	1%	9%	14%	-1%	42%
GPR55 beta-arrestin	-0.2%	81%*	-0.1%	-0.1%	-0.3%
GPR55 LPI antagonism	29%	14%	-5%	-7%	0%
KOR beta-arrestin-1	4.5%	-2.6%	-2.7%	1.2%	17%
KOR beta-arrestin-2	-62%	-27%	-7%	-5%	-45%
NOD2 inhibition	10%	-14%	22%	26%	8%

(next part)
no.	Molecule	HIV fusion peptide	Large T inhibition	Rac1 GTP hydrolysis	NOD1 NF-kB reporter	GPR55 beta-arrestin	GPR55 LPI antagonism	KOR beta-arrestin-1	KOR beta-arrestin-2	NOD2 inhibition
13	COc1cc(CCC(=O)OCC(N)=O)cc(OC)c1OC	2.0%	9%	8%	-36%	1.0%	-2%	-4.5%	25%	10%
14	CCCn1c(O)c(N=N)c2ccccc21	1.0%	5%	13%	-24%	-0.6%	6%	1.3%	-13%	10%
15	COC(=O)CC1SC(=O)NC1=Nc1ccc(O)cc1 (configuration not stated)	0.6%	17µM*	53µM*	-13%	0.2%	-5%	2.7%	11%	9%
16	COCc1c(C#N)c(NCc2cc(OC)c(OC)c(OC)c2)nc(C)c1[N+](=O)[O-]	-1.2%	7%	12%	-8%	-0.3%	-1%	5.3%	35%	24%
17	COc1ccccc1NC(=O)C1CC(O)CN1C(=O)Oc1ccccc1 (configuration not stated)	1.7%	5%	-1%	-12%	-0.2%	-10%	-2.8%	1%	0%
18	COc1cccc(C2/C(=C(/O)c3ccc4c(c3)CC(C)O4)C(=O)C(=O)N2c2nnc(C)s2)c1 (configuration not stated)	3.2%	13%	9%	-3%	0.0%	8%	0.5%	-12%	-3%
19	COc1cc(C2C(C#N)=C(N)OC3=C2C(=O)CCC3)ccc1OC(=O)N1CCOCC1 (configuration not stated)	0.4%	7%	1%	.	-0.1%	19%	-3.3%	13%	8%
20	CC(C)(CO)NCc1c(OCc2ccc(Cl)cc2)ccc2ccccc12	-0.1%	-2%	6%	-46%	-0.3%	-7%	5.9%	-65%[20 µM]	2%
21	COCC(=O)Nc1nc(-c2ccc(-c3ccccc3)cc2)cs1	0.7%	3%	8%	-46%	-0.2%	11%	-1.8%	-24%[20 µM]	-84%
22	O=C(CN1CCN(c2ccccc2)CC1)Nc1cccc(C(F)(F)F)c1	-1.8%	5%	-2%	-7%	0.0%	-2%	0.4%	-13%	-6%
23	COc1cccc(CN2CCN(Cc3cccc(Oc4ccccc4)c3)CC2)c1OC	2.0%	14%	93µM*	-13%	0.0%	60%	-1.6%	-17%	-34%
24	CCO[C@H]1OC(C(=O)N2CCN(C)CC2)=C[C@@H](c2ccc3c(c2)OCO3)[C@@H]1CCCO	1.0%	12%	8%	-22%	-0.2%	7%	5.7%	-10%	-12%
25	CC(=O)Nc1cccc(Oc2ncnc3scc(-c4ccc(C)cc4)c23)c1	-3.0%	15%	5%	11%	-0.1%	-9%	-0.2%	10%	3%
26	CCOC(=O)c1ccc(S(=O)(=O)NCC(C)(C)N2CCOCC2)cc1	1.9%	11%	5%	-12%	-0.6%	9%	-0.5%	-8%	1%
27	O=C(Cc1ccccc1)N[C@@H](Cc1ccc(O)cc1)C(=O)O	-0.3%	.	.	0%	-0.1%	-1%	-1.1%	16%	12%
28	Cc1noc(C)c1C(=O)Nc1nnc(CC(C)C)s1	-0.9%	5%	10%	-7%	-0.1%	-7%	-1.4%	-1%	18%
29	CCCn1cc(S(=O)(=O)CC(=O)Nc2ccc(OCC)cc2)c2ccccc21	-1.1%	2%	5%	-23%	-0.1%	11%	0.2%	37%	1%
30	CC(C)(C)C1CCC(=NNC(=O)c2ccc(Br)o2)CC1 (configuration not stated)	-0.2%	15%	7%	3%	-0.5%	-36%	-2.9%	-2%	14%
31	CCOc1cc(N2CCOCC2)c(OCC)cc1NC(=O)CC12CC3CC(CC(C3)C1)C2	-3.3%	15%	5%	15%	0.0%	11%	-1.6%	-11%	0%
32	CC(C)c1ccc(NC(=O)COC(=O)[C@H](CCC(N)=O)NC(=O)c2ccc(F)cc2)cc1	2.1%	6%	4%	-18%	0.3%	-5%	-2.0%	9%	4%
33	C/C(=C\C(=O)c1ccc(C)o1)Nc1ccc2c(c1)OCO2	0.9%	17%	10%	-35%	-0.2%	8%	4.2%	32%	-75%
34	CCc1ccc(OC(C)C(=O)Nc2ccc(S(=O)(=O)Nc3cc(C)on3)cc2)cc1 (configuration not stated)	3.8%	-8%	6%	-13%	-0.2%	0%	-4.4%	6%	18%
35	O=C(c1ccco1)N1CCc2ccccc21	-1.7%	13%	4%	-35%	0.5%	5%	-3.2%	32%	-24%
36	CCS(=O)(=O)N1Cc2ccccc2CC1C(=O)NCCc1c[nH]c2ccccc12 (configuration not stated)	4.4%	7%	11%	-19%	-0.2%	4%	0.2%	-8%	-35%

(listing goes on)
Every second line gives: HIV fusion peptide	Large T inhibition	Rac1 GTP hydrolysis	NOD1 NF-kB reporter	GPR55 beta-arrestin	GPR55 LPI antagonism	KOR beta-arrestin-1	KOR beta-arrestin-2	NOD2 inhibition
37. O=C(NC12CC3CC(CC(C3)C1)C2)c1cccc([N+](=O)[O-])c1
 : -1.2%	-3%	8%	36%	-0.2%	2%	4.4%	-3%	18%
38. COc1ccc(N2C(=NC(=O)CCC3CCCC3)SC3CS(=O)(=O)CC32)cc1 (configuration not stated)
 : 6.6%	10%	7%	26%	0.3%	-6%	5.4%	-41%	15%
39. O=C(Cc1ccccc1)Nc1nnc(-c2ccccc2)o1
 : 1.9%	.	13%	-13%	0.3%	-17%	-2.8%	-26%[20 µM]	15%
40. CN(CC(=O)Nc1ccc(OC(F)(F)F)cc1)S(=O)(=O)c1cnc[nH]1
 : 1.6%	3%	9%	-27%	-0.1%	8%	1.7%	-30%	-3%
41. CC(=O)c1c(C)n([O-])c2ccccc2[n+]1=O
 : -2.9%	4%	-2%	.	-0.4%	-6%	1.2%	31%	0%
42. O=S(=O)(c1cccc(S(=O)(=O)N2CCCC2)c1)N1CCCCC1
 : 0.2%	0%	-5%	-31%	0.0%	3%	0.9%	-5%	-4%
43. CCSc1nnc(-c2ccccc2N)c(=O)[nH]1
 : 0.6%	4%	0%	-25%	-0.1%	5%	1.0%	31%	-39%
44. COc1cc(-c2noc(C)c2C#Cc2ccccn2)cc(OC)c1OC
 : 2.8%	7%	7%	-5%	-0.3%	-2%	-1.6%	-127%[20 µM]	-18%
45. O=C1/C(=C\c2ccco2)NC(=S)N1c1ccccc1
 : 34%	35%	22%	9%	0.0%	-6%	.	-51%[20 µM]	22%
46. O=C(Cc1c(F)cccc1Cl)Nc1ccc(-n2cnnn2)cc1
 : 0.9%	7%	-2%	23%	0.4%	1%	0.2%	-2%	18%
47. O=C(O)C1C2CC2CN1C(=O)c1ccc(Cl)cc1Cl (configuration not stated)
 : 1.1%	1%	.	-8%	-0.1%	10%	7.7%	-4%[20 µM]	-12%
48. O=C(c1ccco1)N1CCN(c2cc(N3CCOCC3)c(F)cc2[N+](=O)[O-])CC1
 : -2.2%	5%	1%	-23%	-0.1%	6%	-4.8%	-2%[20 µM]	16%
49. CCOc1cc(N2CCOCC2)c(OCC)cc1NC(=O)c1ccc(NC(C)=O)cc1
 : -1.3%	9%	7%	-36%	0.2%	-4%	-3.4%	16%	12%
50. O=C(NCCCNC(=O)c1ccco1)c1ccc(Cl)c(Cl)c1
 : 1.1%	3%	0%	-30%	-0.2%	9%	-0.6%	-17%	5%
51. Cc1nc(C(F)(F)F)ccc1C(=O)Nc1ccccc1N1CCOCC1
 : 0.3%	2%	4%	-26%	-0.2%	6%	2.5%	-31%	12%
